Menin MLL FP TR – menin-MLL binding inhibition, Texas Red mutant peptide; O00255; Potency, µM (series often up to 61.6 µM), without a hit: top-dose FP activity change, negative = inhibition, actives largely listed as inhibitors; Menin + Texas Red MLL mutant peptide, fluorescence polarization; actives 0.23% (n = 270,000); active = well fitted inhibition curve with a large enough effect in the polarisation, with a control signal flat, not every such curve was filed as active; inconclusive = small, poorly fitted or top-dose-only effect, or effect the other way, or a change in a side signal; inactive = no such curve, though single readings can be large or run the other way; the % refers to the polarisation; also: potency is read from the fitted curve at half-maximal effect; % of control where 0% means no effect; many of its hits are not listed in these tables
Giardia kill – Giardia lamblia killing; Giardia lamblia trophozoite viability; activity change, % at 7.66 µM, hits read low; actives 0.15% (n = 340,000); AID 540267; in the data active = activity change below about -80%; inconclusive = between about -30% and that limit;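 also: parasites exposed to compound for two days anaerobically before the ATP read; % is scaled to controls: 0 for no effect and ±100 for the full control effect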
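Giardia lamblia trophozoites (100 cells/well) were incubated with compounds for 48 h at 37 deg C under anaerobic conditions. Viability was read as ATP content by one-step luminescence after 15-30 min at room temperature.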
PKM2 act – PKM2 (human) enzyme activation | actives 0.34% (n = 260,000) | P14618 | Potency, µM (doses to about 57.5 µM), for the others: top-dose activation, most hits filed as activators | purified PKM2, Kinase-Glo ATP luminescence, activation; response scale: 0% is enzyme alone, no compound; also: potency is read from the fitted curve at half-maximal effect; % is scaled to controls: 0 for no effect and ±100 for the full control effect; nearly all actives have a fitted effect of over 55% in size
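ATP formation by purified human PK-M2, quantified via coupled luciferase luminescence after 1 h at room temperature with 0.1 mM ADP and 0.5 mM PEP final.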
Coupling enz – inhibits coupling enzyme system, counter-screen for aldolase hits | coupling enzyme system counterscreen, AmpLite Red fluorescence | activity change, negative = inhibition, % at 58.2 µM, hits read low | actives 0.67% (n = 290,000); in the data active = activity change below about -30%; also: % is scaled to controls: 0 for no effect and ±100 for the full control effect
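Counterscreen lacking aldolase: glyceraldehyde-3-phosphate coupling-enzyme reagent preincubated 10 min at RT with compound (at 57.5 uM final), then substrate/coupling system with AmpLite Red added; fluorescence read at 525/598 nm after 20 min RT.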
TRPV1 ag – agonists of human vanilloid receptor 1 (TRPV1). TRPV1-expressing cells, Fluo-8 calcium influx, agonist mode. activation, % at 8.33 µM. actives 0.19% (n = 320,000). AID 540275; in the data active = activation above about 80%; inconclusive = between about 30% and that limit; also: 0% is about no effect
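TRPV1-expressing cells were cultured overnight at 35.5C and loaded with Fluo-8 calcium dye for 40 to 90 min at room temperature. After a 10 s baseline, compound was added and calcium influx was read kinetically for 3 min (ex 480/em 520 nm).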
USP2a inh – USP2a (human) protease inhibition; O75604; USP2 core, Ub-CHOP2 coupled fluorogenic reporter, 485/531; Potency, µM (series often up to 38.3 µM), without a hit: top-dose activity change, negative = inhibition, hits mostly inhibitors; actives 0.01% (n = 330,000);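 also: potency is read from the fitted curve at half-maximal effect; plate controls were DMSO wells for no effect and full inhibition by NEM control for full effect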
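Cell-free coupled assay: 10nM USP2 core preincubated 30min RT with compound in Tris-HCl pH 8.0/CaCl2/CHAPS buffer, then 25nM Ub-CHOP2 and 25nM reporter substrate; fluorescence (Ex 485/Em 531) read after 60min RT, normalized to NEM inhibition, concentration-response curves fitted.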
KCNH2 3.1 inh – inhibitors of human KCNH2 3.1 potassium channel isoform; actives 0.95% (n = 340,000); U2OS KCNH2 3.1, thallium flux FluxOr; active compounds read low; activity change, % (tested at about 1.8 µM);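 active = maximum activity change below -70%; inconclusive = maximum activity change from -70% to -50%; inactive = maximum activity change above -50%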;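 also: thallium influx rate constant from kinetic fluorescence after stimulation buffer; % is scaled to controls: 0 for no effect and ±100 for the full control effect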
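Steps: virus added to U2OS suspension (4 h, RT, dark); medium with 10% FBS added, cells plated, 37 C overnight; FluxOr/Red40 loading buffer 45 min RT; stimulation buffer, 2 min kinetic read; rate constant normalized.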
B2AR arrestin – beta2AR (human) beta-arrestin recruitment activity; beta-arrestin recruitment to beta2AR, cell-based reporter; Potency, µM (top dose mostly 46.1 µM), for the others: at the highest dose activation, hits mostly activators; actives 0.02% (n = 330,000); AID 492947;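 also: potency is read from the fitted curve at half-maximal effect; 0% = DMSO controls and full agonism = EC100 isoproterenol or metaproterenol; nearly all actives have a fitted effect of over 65% in size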
hERG WT inh – inhibitors of human wildtype KCNH2 potassium channel. actives 0.37% (n = 340,000). Q12809. AID 720551. activity change, % at 1.84 µM. U2OS, BacMam KCNH2, thallium flux FluxOr; active compounds read low;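 active = maximum activity change below -70%; inconclusive = maximum activity change between -70% and -50%; inactive = maximum activity change above -50%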; also: % is scaled to controls: 0 for no effect and ±100 for the full control effect
Target sequence (Q12809 whole entry, looked up): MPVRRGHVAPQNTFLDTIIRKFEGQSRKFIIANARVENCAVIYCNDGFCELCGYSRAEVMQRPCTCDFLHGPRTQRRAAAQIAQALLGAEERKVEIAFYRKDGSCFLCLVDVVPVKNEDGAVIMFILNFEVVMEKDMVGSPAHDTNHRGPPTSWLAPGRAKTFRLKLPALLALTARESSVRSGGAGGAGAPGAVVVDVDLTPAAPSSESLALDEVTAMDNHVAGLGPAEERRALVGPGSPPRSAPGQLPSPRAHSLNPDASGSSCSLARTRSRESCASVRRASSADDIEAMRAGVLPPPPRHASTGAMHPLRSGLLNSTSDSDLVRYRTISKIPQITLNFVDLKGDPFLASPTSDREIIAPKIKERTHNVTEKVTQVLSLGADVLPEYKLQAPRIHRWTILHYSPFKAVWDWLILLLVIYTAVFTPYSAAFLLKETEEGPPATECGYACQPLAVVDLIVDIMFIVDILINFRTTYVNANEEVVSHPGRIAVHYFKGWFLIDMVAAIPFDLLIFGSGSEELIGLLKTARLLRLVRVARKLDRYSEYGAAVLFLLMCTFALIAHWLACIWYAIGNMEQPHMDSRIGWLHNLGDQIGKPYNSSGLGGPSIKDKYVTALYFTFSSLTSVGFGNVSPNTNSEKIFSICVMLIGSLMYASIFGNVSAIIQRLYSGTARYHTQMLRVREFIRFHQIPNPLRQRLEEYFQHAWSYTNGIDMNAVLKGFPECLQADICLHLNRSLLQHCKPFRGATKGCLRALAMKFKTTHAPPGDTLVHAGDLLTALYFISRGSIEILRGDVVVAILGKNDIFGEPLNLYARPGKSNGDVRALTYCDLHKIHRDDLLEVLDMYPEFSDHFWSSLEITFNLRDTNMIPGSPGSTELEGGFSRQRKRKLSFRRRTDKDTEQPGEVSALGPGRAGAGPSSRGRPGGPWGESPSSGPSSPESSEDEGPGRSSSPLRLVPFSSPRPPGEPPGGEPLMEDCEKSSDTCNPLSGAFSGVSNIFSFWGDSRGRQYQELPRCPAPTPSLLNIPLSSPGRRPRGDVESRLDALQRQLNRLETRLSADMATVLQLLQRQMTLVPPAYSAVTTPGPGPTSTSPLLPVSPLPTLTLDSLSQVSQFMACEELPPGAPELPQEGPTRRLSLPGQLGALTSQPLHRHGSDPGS
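U2OS cells transduced with wild-type KCNH2 virus are loaded with FluxOr dye for 45 min, and thallium flux is measured in kinetic reads before and after stimulation buffer. Rate constants are normalized to DMSO controls.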
GALK inh – blocks human galactokinase activity | P51570 | Purified GALK, Kinase-Glo residual ATP luminescence | Potency, µM (doses to about 57.5 µM), for the others: top-dose activity change, negative = inhibition, most hits filed as inhibitors | actives 0.007% (n = 270,000) | AID 1868; also: potency is read from the fitted curve at half-maximal effect; % is scaled to controls: 0 for no effect and ±100 for the full control effect
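Human GALK (5 nM) with 35 uM ATP and 100 uM galactose in 20 mM HEPES pH 8.0, 5 mM MgCl2, 60 mM NaCl, 1 mM DTT, 0.01% BSA. After 1 h at room temperature, leftover ATP was read by Kinase-Glo Plus luminescence.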
MLL CXXC-DNA inh – MLL CXXC-DNA interaction inhibition; Q03164; MLL-CXXC / FITC-HOXA9 DNA fluorescence polarization; Potency, µM (titrated, usually from 115 µM), for inactives: at the top dose activity change, negative = inhibition, most hits filed as inhibitors; actives 0.037% (n = 290,000); AID 2662; active = well fitted inhibition curve with a large enough effect in the polarisation, with a control signal flat, not every such curve was filed as active; inconclusive = small, poorly fitted or top-dose-only effect, or effect the other way, or a change in a side signal; inactive = no such curve, though single readings can be large or run the other way; the % refers to the polarisation; also: potency is read from the fitted curve at half-maximal effect
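Steps: dispense CXXC domain solution (7 uM) → pin compounds or unlabeled HOX-A9 DNA control → 5 min ambient → add FLSN-HOX-A9 solution (50 nM) → spin → 30 min ambient → fluorescence polarization. Tris pH 7.5/NaCl/DTT/BSA buffer.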
Numbers without * were called inactive; ? = inconclusive; · = no result given; [ ] = dose if it differs, or a comment. Unless noted, calls follow the shape of the dose curve; as a rule, active = well fitted curve in the direction sought with a large enough effect; inconclusive = small, poorly fitted or top-dose-only effect, or another doubt; inactive = no such curve, though single readings can be large; an effect the other way counts as inactive or inconclusive. A portion of the library; rates above refer to the full screens.

Preview (4 entries):
canonical_smiles,Menin MLL FP TR,Giardia kill,PKM2 act,Coupling enz,TRPV1 ag,USP2a inh,KCNH2 3.1 inh,B2AR arrestin,hERG WT inh,GALK inh,MLL CXXC-DNA inh
Cc1ccc(C(C(=O)NCc2ccco2)N(CC2CCCO2)C(=O)Cn2nnc3ccccc32)cc1 (stereo not given),-5%,5,6%,7,3,-2%,4,-1.0%,9,0%,-6%
Cc1ccc(NC(=O)N2CCc3ccccc3C2)cc1C,-1%,-4,-7%,0,?,1%,-26,0.4%,-1,5%,1%
c1ccc(-n2ncc3c2ncn2cnnc32)cc1,?,-11,3%,0,-1,1%,9,-0.6%,1,3%,-1%
COc1cc(NC(=O)Cc2ccc(Cl)cc2)ccc1NC(=O)c1ccco1,·,-9,-20%,-1,·,1%,11,-1.8%,6,6%,1%

Results, from the start:
canonical_smiles,Menin MLL FP TR,Giardia kill,PKM2 act,Coupling enz,TRPV1 ag,USP2a inh,KCNH2 3.1 inh,B2AR arrestin,hERG WT inh,GALK inh,MLL CXXC-DNA inh
Cc1ccc(C(C(=O)NCc2ccco2)N(CC2CCCO2)C(=O)Cn2nnc3ccccc32)cc1 (stereo not given),-5%,5,6%,7,3,-2%,4,-1.0%,9,0%,-6%
Cc1ccc(NC(=O)N2CCc3ccccc3C2)cc1C,-1%,-4,-7%,0,?,1%,-26,0.4%,-1,5%,1%
c1ccc(-n2ncc3c2ncn2cnnc32)cc1,?,-11,3%,0,-1,1%,9,-0.6%,1,3%,-1%
COc1cc(NC(=O)Cc2ccc(Cl)cc2)ccc1NC(=O)c1ccco1,·,-9,-20%,-1,·,1%,11,-1.8%,6,6%,1%
CC1CCCCC1NC(=O)COC(=O)Cc1ccc(Br)cc1 (stereo not given),-1%,-8,3%,0,7,2%,12,-0.1%,-1,-3%,11%
O=C(NCc1ccc(Cl)cc1)C1CCN(c2cnccn2)CC1,4%,7,-4%,-2,12,2%,-2,0.2%,22,4%,3%
O=C(c1cccc(Cl)c1)N1CCN(C(=O)c2ccccc2F)CC1,16%,16,-6%,-1,7,1%,-18,0.0%,-5,1%,2%
COc1ccc(C2=CC(=O)C[C@H](c3ccc(F)cc3)C2)cc1F,·,3,·,·,?,-10%,-24,-0.5%,19,·,·
CC(SC(=S)N1CCOCC1)C(=O)O (stereo not given),·,8,0%,1,1,1%,10,0.0%,-2,-1%,5%
Cc1ccc(C(CC(=O)O)NC(=O)CCNC(=O)c2ccco2)cc1 (stereo not given),·,43[activator],·,·,-3,4%,-23,0.4%,-1,·,·
O=[N+]([O-])c1c(Nc2ccc(O)cc2)cc(N2CCOCC2)c2nonc12,0%,-22,-23%,0,-2,0%,2,-0.8%,4,1%,4%
Cc1[nH]c(C)c(S(=O)(=O)N(C)Cc2ccccc2)c1C(=O)N1CCCC1,2%,-12,·,2,-1,-2%,-6,-0.1%,-13,2%,-1%
COC(=O)c1ccc(-n2c(CCC(=O)O)ccc2-c2ccc(C)cc2)cc1,-2%,?,·,17,-2,2%,1,0.4%,-7,4%,-29%
COC(=O)C(C(=O)OC)c1ccc(N)cc1,7%,-7,4%,1,0,1%,-2,-0.1%,-7,6%,5%
O=C(NC1CC1)C1CC(=O)N(c2ccc(F)cc2)C1 (stereo not given),?,8,0%,1,-5,0%,15,2.6%,3,-1%,8%
Cc1cccc(NC(=O)CN2CCN(C(=O)C(C)Oc3ccc(C#N)cc3)CC2)c1C (stereo not given),·,14,·,·,0,-1%,-10,0.1%,6,·,·
O=C(Cc1cccs1)Nc1nc(-c2ccccc2)cs1,16%,2,-5%,-2,?,0%,3,0.5%,7,0%,5%
O=C(Nc1ccccc1F)c1ccc2nc(N3C(=O)CCC3=O)sc2c1,10%,-15,0%,2,-1,1%,-14,-1.0%,-7,-2%,-4%
Cc1cc(C)c2c(=O)cc(C(F)F)oc2c1,3%,-1,-3%,4,1,3%,4,-0.5%,-15,-1%,26%
CCc1ccc(NC(=O)COC(=O)/C=C/c2c(C)nn(C3CCS(=O)(=O)C3)c2Cl)cc1 (stereo not given),21%,7,2%,5,-2,-1%,-3,0.4%,-12,5%,12%
CCOC(=O)NN=C1c2ccccc2-c2ccccc21,0%,23,0%,-2,?,0%,8,0.3%,1,-1%,9%
CCN(CC)CCCNC(=O)c1cc2c(=O)[nH]c3ccc(C)cc3c2s1,-15%,-12,·,0,2,4%,-9,-1.0%,-4,·,?
CC1CN=C(N(C(=O)Nc2ccccc2)C(C)c2ccccc2)S1 (stereo not given),·,0,1%,1,4,2%,2,-0.1%,-7,1%,-6%
O=C(CSc1nnc(CNC(=O)c2ccccc2)o1)c1ccc(Cl)cc1,·,14,11%,·,2,-3%,11,-0.8%,-3,-5%,18%
CC(=O)N1c2ccc(S(=O)(=O)N(C)c3cc(C)ccc3C)cc2CC1C (stereo not given),-27%,3,·,-1,?,-5%,-28,-0.6%,-21,-2%,-6%
Cc1ccc(SCC(=O)N2CCCC2)cc1,-23%,-2,10%,1,4,0%,9,0.1%,-3,7%,-6%
CN(CCCN1CCOCC1)Cc1cn(C)nc1-c1ccccc1F,-5%,18,2%,3,-4,3%,3,-0.2%,-2,-2%,?
CCN(CC(N)=O)S(=O)(=O)c1ccc(F)cc1,-4%,22,-2%,4,-1,9%,3,-1.0%,-5,0%,14%
N#CCCNS(=O)(=O)c1ccc(C(=O)OCC2CCCCC2)cc1,7%,50[activator],3%,0,21,0%,31,0.3%,-10,1%,-12%
COc1cc(OC)c(OC)cc1/C=C/c1cc(C(F)(F)F)[nH]c(=O)n1,12%,20,6%,3,2,13%,11,-0.9%,-7,-1%,-2%
COc1cc(/C=C/C(=O)OCC(=O)N2CCC(C)CC2)ccc1OCC#N,·,-20,·,·,-1,2%,2,-0.2%,-13,·,·
CC(NC(=O)Nc1ccc([N+](=O)[O-])cc1)C(c1cccs1)N1CCCC1 (stereo not given),4%,19,1%,2,26,2%,·,0.7%,46,2%,6%
CNC(=S)NN(c1ccccc1)c1ccccc1,?,-9,1%,-4,1,1%,2,-0.1%,0,-2%,2%
COC(=O)c1cc(S(=O)(=O)N2CCC(C)CC2)cn1C,·,3,·,·,4,-1%,11,0.2%,-5,6%,-11%
CCOC(=O)N1CCN(C(=O)c2ccc(NC(=O)c3ccc(C)cc3)cc2)CC1,7%,1,13%,3,1,2%,-14,2.0%,-8,5%,4%
C[C@H](NC(=O)c1nc[nH]c1C(=O)N1CCc2ccccc2C1)C(=O)OCc1ccccc1,·,10,0%,1,2,-1%,-28,-0.1%,1,3%,16%
Cc1ccc(S(=O)(=O)N2CCCCC2CCNC(=O)C(=O)NCc2ccco2)cc1 (stereo not given),·,-4,·,·,-3,0%,-3,-0.4%,-5,·,·
CCOC(=O)c1nn(-c2ccccc2)c(=O)cc1OCC(=O)Nc1cccc(OC)c1,·,-2,·,·,-2,1%,0,-0.1%,6,·,·
O=C(c1ccco1)N1CCN(S(=O)(=O)c2cc(Cl)ccc2Cl)CC1,-5%,-16,5%[11.5 µM],4,4,-1%,-1,0.4%,2,-4%,-1%

Source: PubChem BioAssay (National Center for Advancing Translational Sciences (NCATS))
